High-throughput results from PubChem.
E coli WT inh: blocks growth of wild type E. coli BW25113; inhibition, % at 10 µM; AID 552; E. coli BW25113 growth inhibition, OD600; 20,000 tested, 0.05% active; in the data active = inhibition above about 40%;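 note: bacteria exposed to compound for 20 hours at 37 °C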
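Material: bacterial strain in a whole-cell growth screen; Amount: inoculum from a 1:1000 dilution of a 1.5 h subculture; Buffer or medium: LB plus kanamycin 50 µg/mL; Dosing: one dose, 10 µM final; Times: compound exposure of 20 h at 37 °C; Measured by: absorbance at 615 nm as a measure of bacterial growth.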
Active calls of the source: *.

SMILES	E coli WT inh
O=C(CCSc1ccccc1)NCCN1CCOCC1	-23
Nc1[nH]c(=S)[nH]c(=O)c1-c1ccccc1	5
COc1ccc(-n2c(COc3ccccc3)nnc2SCc2ccc(C#N)cc2)cc1	-2
CCOCCn1cnc2sc(C(=O)Nc3nc(C)c(C(=O)OCC)s3)c(C)c2c1=O	9
COc1cc2c(cc1OC)CN(C(=O)CSc1nnc3scc(-c4ccccc4)n13)CC2	8
O=C(Nc1cccc(C(F)(F)F)c1)c1cccnc1N1CCCC1	5
COc1ccc(OCCCON2C(=O)c3ccccc3C2=O)cc1	-25
O=C(Nc1ccon1)C(Sc1ccccc1)c1ccccc1 (stereo not given)	-11
COc1ccc(Cl)cc1NC(=O)C1CC(=O)N(c2ccc(F)cc2)C1 (stereo not given)	-14
O=C(CN1CCN(c2ccccc2)CC1)Nc1nccs1	5
COc1ccc(NC(=O)CSc2nnc(CN3CCOCC3)n2-c2ccccc2)cc1Cl	-21
CC1(C)CC(=O)c2c(O)cc(O)cc2O1	2
COC(=O)c1ccccc1NC(=O)c1cnn2c(C(F)F)cc(C3CC3)nc12	3
CCOC(=O)N1CCC(NC(=O)Cn2c3c(c(-c4ccccc4Cl)cc2=O)CCC3)CC1	0
Cc1cc(NC(=O)c2cnn3cccnc23)n(-c2ccccc2)n1	6
CN1C(=O)c2c(sc3c2CCCC3)NC1c1ccccc1O (stereo not given)	-2
CCOc1ccc(NCCC(=O)c2ccc3c(c2)OCO3)cc1	-1
COc1cccc(-c2nc(CS(=O)CC(=O)NCCCOC(C)C)c(C)o2)c1 (stereo not given)	5
Cn1c(=O)n(CC(=O)N2CCOCC2)c2ccccc21	2
Cc1cc(OCC(=O)Nc2ccc(S(=O)(=O)N3CCN(C)CC3)cc2)cc(C)c1Cl	-17
COc1ccc(NC(=O)Cc2nnc(SCC(=O)Nc3cc(C)ccc3OC)n2C)cc1	-17
CCN1CCN(c2c(Cl)cccc2NC(=O)c2ccco2)CC1	-6
COc1ccc2nc(NC(=O)CSc3nnc(-c4ccoc4C)n3C)sc2c1	11
O=[n+]1cc(-c2ccc(F)cc2)n([O-])c2c1CCC2	6

Another view of part of the listing above:
mol,E coli WT inh
O=C(CCSc1ccccc1)NCCN1CCOCC1,-23
Nc1[nH]c(=S)[nH]c(=O)c1-c1ccccc1,5
COc1ccc(-n2c(COc3ccccc3)nnc2SCc2ccc(C#N)cc2)cc1,-2
CCOCCn1cnc2sc(C(=O)Nc3nc(C)c(C(=O)OCC)s3)c(C)c2c1=O,9
COc1cc2c(cc1OC)CN(C(=O)CSc1nnc3scc(-c4ccccc4)n13)CC2,8
O=C(Nc1cccc(C(F)(F)F)c1)c1cccnc1N1CCCC1,5
COc1ccc(OCCCON2C(=O)c3ccccc3C2=O)cc1,-25
O=C(Nc1ccon1)C(Sc1ccccc1)c1ccccc1 (stereo not given),-11
COc1ccc(Cl)cc1NC(=O)C1CC(=O)N(c2ccc(F)cc2)C1 (stereo not given),-14
O=C(CN1CCN(c2ccccc2)CC1)Nc1nccs1,5
COc1ccc(NC(=O)CSc2nnc(CN3CCOCC3)n2-c2ccccc2)cc1Cl,-21
CC1(C)CC(=O)c2c(O)cc(O)cc2O1,2
COC(=O)c1ccccc1NC(=O)c1cnn2c(C(F)F)cc(C3CC3)nc12,3
CCOC(=O)N1CCC(NC(=O)Cn2c3c(c(-c4ccccc4Cl)cc2=O)CCC3)CC1,0
Cc1cc(NC(=O)c2cnn3cccnc23)n(-c2ccccc2)n1,6
CN1C(=O)c2c(sc3c2CCCC3)NC1c1ccccc1O (stereo not given),-2
CCOc1ccc(NCCC(=O)c2ccc3c(c2)OCO3)cc1,-1
COc1cccc(-c2nc(CS(=O)CC(=O)NCCCOC(C)C)c(C)o2)c1 (stereo not given),5
Cn1c(=O)n(CC(=O)N2CCOCC2)c2ccccc21,2
Cc1cc(OCC(=O)Nc2ccc(S(=O)(=O)N3CCN(C)CC3)cc2)cc(C)c1Cl,-17
COc1ccc(NC(=O)Cc2nnc(SCC(=O)Nc3cc(C)ccc3OC)n2C)cc1,-17
CCN1CCN(c2c(Cl)cccc2NC(=O)c2ccco2)CC1,-6
COc1ccc2nc(NC(=O)CSc3nnc(-c4ccoc4C)n3C)sc2c1,11

Returning to the listing with the 4 entries that preceded the break.
SMILES	E coli WT inh
COc1ccc(NC(=O)Cc2nnc(SCC(=O)Nc3cc(C)ccc3OC)n2C)cc1	-17
CCN1CCN(c2c(Cl)cccc2NC(=O)c2ccco2)CC1	-6
COc1ccc2nc(NC(=O)CSc3nnc(-c4ccoc4C)n3C)sc2c1	11
O=[n+]1cc(-c2ccc(F)cc2)n([O-])c2c1CCC2	6
O=C(Nc1ccccc1C(=O)O)c1cccc(NC(=O)c2ccc(Br)o2)c1	-11
CC(=O)C1=C(O)C(=O)N(Cc2ccco2)C1c1ccc2c(c1)OCO2 (stereo not given)	-6
CSc1ccccc1NC(=O)c1noc2c1CCC2	6
COC(=O)c1cc(NC(=O)CSc2nc(C)cc(=O)[nH]2)cc(C(=O)OC)c1	2
O=C1CC(N2CCN(c3nc4ccccc4s3)CC2)C(=O)N1Cc1cccs1 (stereo not given)	-9
Cc1cc(NC(=O)CCCC(=O)Nc2ccc(F)cc2)no1	9
CCCCC(=O)Nc1c(O)c2ccccc2[nH]c1=O	5
CCOC(=O)c1[nH]c2ccccc2c1NC(=O)c1ccco1	-2
Cc1cccc(-n2ccnc2SCC(=O)Nc2cc(C)on2)c1	12
CCCOc1c(OC)cccc1C1CC(=O)Nc2cc3c(cc21)OCO3 (stereo not given)	-17
O=C(OCC(=O)c1ccc[nH]1)c1ccc(S(=O)(=O)N2CCCCC2)cc1	-3
O=C(Nc1cnccn1)c1csc2ccccc12	4
Cc1ccc(S(=O)(=O)N2CCC(C(=O)N[C@@H](Cc3ccccc3)C(=O)O)CC2)cc1	-4
Cc1cc(NC(=O)CSc2nc3c(c(=O)n2Cc2ccccc2)SC(C)C3)no1 (stereo not given)	5
N/C(=N/O)c1nc(N2CCCC2)nc(N(c2ccccc2)c2ccccc2)n1	-3
CC(=O)c1cccc(NC(=O)c2ccc(S(=O)(=O)N3CCCCC3)cc2)c1	-25
Brc1ccc(C2=Nn3c(nnc3-c3n[nH]c4c3CCC4)SC2)cc1	-9
O=C(CCN1CCN(c2ccccc2)CC1)Nc1ccccc1F	-28
CC(Oc1ccc2oc(-c3ccccc3)c(C(=O)O)c2c1)C(=O)O (stereo not given)	-2
CCCC(=O)Nc1cc(Cl)ccc1N1CCN(C(=O)CC)CC1	-28
COCCn1c(-c2ccccc2)nc(=S)c2c1CC(C)(C)OC2	-22
COc1ccc(-c2n[nH]c(C)c2-c2ccc(Cl)cc2)c(O)c1OC	6
O=C(Nc1ccc(CN2CCCCC2)cc1)c1ccc(Br)o1	-16
Cc1cc(NC(=O)C23CCC(C)(C(=O)O2)C3(C)C)no1 (stereo not given)	4
Cc1cc(C(=O)Nc2sc3c(c2C#N)CCC(C)C3)cs1 (stereo not given)	-20
CCc1ccccc1NC(=O)CSc1nnc([C@@H](NC(=O)OC(C)(C)C)C(C)CC)o1 (stereo not given in full)	-16
O=S(=O)(NCc1ccc(Cl)cc1)c1cnc[nH]1	2
O=C(c1ccccc1)c1ccc(OC(=O)N2CCCC2)cc1	-23
COc1ccc(OC)c(CNC(=O)CCN2C(=O)COc3ccccc32)c1	-5
COc1c(F)c(F)c(-c2csc(N)n2)c(F)c1F	-14
O=C1c2ccccc2NC2(CCCCC2)N1c1ccc(O)cc1	-18
O=C(Cn1cnc2ccccc2c1=O)NCCC(=O)N1CCN(c2ccccc2)CC1	9
COc1ccc2nc(NC(=O)Cn3cnc4c(=O)n(C)c(=O)n(C)c43)sc2c1	-25
Cc1cc(C)nc(NC2=NCCN2C(=O)NC2CCCCC2)n1	4
Cc1cnc(NC(=O)C2=C(O)c3ccccc3S(=O)(=O)N2C)s1	-1
O=C(O)CCS(=O)(=O)c1cccc2cccnc12	-7
CC1(C)OC(=O)CC1C(=O)NCc1ccccc1 (stereo not given)	1
Cc1nc2nc(-c3ccco3)[nH]n2c(=O)c1Cc1ccccc1	-14
CCCCc1nnc(SCCSc2nnc(CCCC)n2N)n1N	-25
O=S(=O)(CCSc1nc2ccccc2o1)c1nc2ccccc2s1	-6
O=C1C(=O)N(CCCN2CCOCC2)C(c2cccs2)/C1=C(/O)c1ccc2c(c1)OCO2 (stereo not given)	-19
COC(=O)c1ccccc1NC(=O)C1CC(=O)N(c2ccc(F)cc2)C1 (stereo not given)	-1
Cc1ccc(C(=O)O)cc1S(=O)(=O)N1CCC(C(=O)O)CC1	-9
COC(=O)Cn1c(CN2CCOCC2)nc2c1c(=O)n(C)c(=O)n2C	0
O=C(NCC12CC3CC(C1)CC(CNC(=O)N1CCCC1)(C3)C2)N1CCCC1	-6
COc1ccc2[nH]c(=O)c(CN(C(=O)c3cccnc3)c3ccccc3OC)cc2c1	8
O=C(Nc1ccc(Oc2ccccc2)cc1)c1ccco1	5
Cc1cc(C(=O)NCCCN2CCCC2=O)no1	-18
CCCC(=O)Nc1ccc(-c2nc3cc(C)ccc3o2)cc1	10
CCCCOC(=O)c1ccc(NC(=O)C2CCCO2)cc1 (stereo not given)	-17
O=C1CCC(=O)N1OCCCOc1ccc(Br)cc1Cl	-2
COc1ccc(Cl)cc1N1CCN(CCNC(=O)Nc2ccccc2C)CC1	-5
CCOc1ccc(C2C(C(=O)OC)=CN(CCOC)C=C2C(=O)OC)cc1	-4
O=C(Oc1ccc(-c2nnco2)cc1)N1CCOCC1	-16
O=C(c1ccccc1)c1cncc(Br)c1	2
Cc1cc(C)c2c(CC(=O)NCc3ccco3)coc2c1	3
CCOc1ccc(C(=O)NCc2cccs2)cc1	-1
Nc1nnc(SCc2coc(-c3ccc(Cl)cc3)n2)s1	3
CC(C)OCCCNC(=O)c1ccncc1	-23
COc1ccc(Cl)cc1N1CC(c2nc3ccccc3[nH]2)CC1=O (stereo not given)	7
Remaining list, next part
SMILES	E coli WT inh
O=S(=O)(c1ccc(OCC(O)CN2CCC(Cc3ccccc3)CC2)cc1)N1CCOCC1 (stereo not given)	-8
CCC(C)Cn1c(S(=O)(=O)O)nc2ccccc21 (stereo not given)	2
COC(=O)C1=CNC=C(C(=O)OC)C1c1ccc(Cl)cc1	-14
CC(=O)Nc1ccc(S(=O)(=O)N2CCCN(S(=O)(=O)c3ccc(NC(C)=O)cc3)CC2)cc1	-4

Only part of the results is shown; the hit share may differ from the screen's.
